# From PubChem BioAssay
# MEP2 TOR yeast: yeast TOR pathway MEP2-GFP modulation. S. cerevisiae MEP2-GFP strain, flow cytometry GFP, 3 h; 100% = DMSO control level. GFP response vs DMSO, % at 10 µM. 330,000 tested, 0.51% active. AID 2016;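 active means GFP response versus DMSO above a set limit, roughly screen mean plus 3 SD, cut at about 180% in these data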;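 further: median GFP fluorescence of the barcode-gated MEP2-GFP cells per well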
# VLA-4 inh: inhibition in a human VLA-4 binding assay | VLA-4 expressing cells, ligand binding flow cytometry | P13612 | 330,000 tested, 0.2% active | inhibition, % (about 7 µM as worked out from the volumes in the protocol); in the data active means inhibition above about 50%
# AGP1 TOR yeast: modulators of TOR pathway AGP1-GFP in S. cerevisiae; S. cerevisiae AGP1-GFP multiplex flow cytometry, 3 h; GFP as percent of DMSO wells; GFP response vs DMSO, % at 10 µM; 320,000 tested, 0.02% active;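 active means GFP response relative to DMSO above a set limit, near screen average plus 3 SD, cut at about 150% in these data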;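 further: median GFP channel fluorescence of the gated AGP1 strain per well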
# LAP4 TOR yeast: yeast TOR pathway LAP4-GFP modulation. GFP response vs DMSO, % at 10 µM. 320,000 tested, 0.34% active. S. cerevisiae LAP4-GFP multiplex, flow cytometry GFP, 3 h; median GFP as percent of DMSO wells;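 active means GFP response vs DMSO above a set limit, about the screen mean plus 3 SD, cut at about 150% in these data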
# JMJD2C inh: blocks human GASC-1 demethylase activity | AID 2099 | inhibition, % at 2.35 µM | GST-JMJD2C(1-420) H3K9me3 demethylation, DELFIA europium | Q9H3R0 | 330,000 tested, 0.069% active;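 active means more than half of a compound's replicate wells show inhibition beyond 50%, single wells judged on their own value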;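 further: signal counts dimethyl H3K9 product captured on neutravidin plate; 0% = median of DMSO wells and 100% = 0.3 times that DMSO median; strong numbers were not always called active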
# Target sequence (Q9H3R0 1-420 limits assumed): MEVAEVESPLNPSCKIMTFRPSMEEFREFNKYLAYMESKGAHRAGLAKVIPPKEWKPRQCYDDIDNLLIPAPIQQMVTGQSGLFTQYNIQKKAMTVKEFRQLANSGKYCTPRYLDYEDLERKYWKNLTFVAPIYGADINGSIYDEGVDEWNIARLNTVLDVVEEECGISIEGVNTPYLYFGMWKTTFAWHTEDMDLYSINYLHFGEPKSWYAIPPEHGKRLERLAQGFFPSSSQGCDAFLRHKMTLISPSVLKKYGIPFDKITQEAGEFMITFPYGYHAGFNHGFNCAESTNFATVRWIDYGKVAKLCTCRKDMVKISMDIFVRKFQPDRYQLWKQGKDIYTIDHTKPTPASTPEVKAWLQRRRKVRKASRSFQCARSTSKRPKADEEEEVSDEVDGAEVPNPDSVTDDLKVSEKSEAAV
# CIT2 TOR yeast: alters CIT2-GFP fluorescence in TOR pathway yeast screen. S. cerevisiae CIT2-GFP strain, flow cytometry, 3 h; 100 means same as DMSO wells. GFP response vs DMSO, % at 10 µM. 320,000 tested, 0.065% active. AID 2029;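 active means GFP response relative to DMSO above a set limit, near the screen mean plus 3 SD, cut at about 150% in these data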;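 further: ratio of well median GFP fluorescence to mean of DMSO wells on the plate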
# GRK2 aptamer HTS: human GRK2 inhibition via aptamer displacement. AID 488847. bead flow cytometry, FAM-aptamer displacement from GRK2. inhibition of aptamer binding, % at 10 µM. 330,000 tested, 0.59% active;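 active means inhibition of aptamer binding above 40%, roughly 3 SD of noise, on plates passing a quality check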;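 further: median bead fluorescence of bound FAM aptamer so fluorescent compounds give negative values; no value below 0 was filed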
# Target sequence (P25098 whole entry, looked up): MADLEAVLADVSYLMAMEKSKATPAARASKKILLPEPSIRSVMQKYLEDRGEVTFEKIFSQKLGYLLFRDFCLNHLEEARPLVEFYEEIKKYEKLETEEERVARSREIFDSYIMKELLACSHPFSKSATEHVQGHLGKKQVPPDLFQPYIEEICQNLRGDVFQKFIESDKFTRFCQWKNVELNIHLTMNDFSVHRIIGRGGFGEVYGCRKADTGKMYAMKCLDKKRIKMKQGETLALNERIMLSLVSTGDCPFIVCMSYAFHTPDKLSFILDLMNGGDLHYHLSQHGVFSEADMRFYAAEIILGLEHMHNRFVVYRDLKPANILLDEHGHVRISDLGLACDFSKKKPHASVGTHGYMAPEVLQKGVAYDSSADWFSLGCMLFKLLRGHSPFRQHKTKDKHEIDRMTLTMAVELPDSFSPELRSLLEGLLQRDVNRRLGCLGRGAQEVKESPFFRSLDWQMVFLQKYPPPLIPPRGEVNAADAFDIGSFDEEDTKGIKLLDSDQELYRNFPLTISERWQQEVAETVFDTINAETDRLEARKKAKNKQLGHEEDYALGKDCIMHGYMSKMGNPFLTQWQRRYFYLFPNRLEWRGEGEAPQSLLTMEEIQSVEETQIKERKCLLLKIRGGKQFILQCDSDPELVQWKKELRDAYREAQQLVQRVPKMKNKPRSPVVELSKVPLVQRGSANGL
# RPL19A-GFP yeast: yeast TOR pathway RPL19A-GFP modulation. S. cerevisiae RPL19A-GFP strain, flow cytometry, 3 h; hits give low values. percent response vs DMSO, % at 10 µM. 330,000 tested, 0.3% active. AID 2025;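 active means percent response vs DMSO below 50%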;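 further: median channel GFP fluorescence of the barcoded RPL19A-GFP strain; ratio of sample median GFP to plate DMSO average so 100% = DMSO; lower means less RPL19A-GFP as with rapamycin TOR inhibition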
# The depositor's hits bear a star; · = not tested or not shown; & = joins results of further samples.
Structure	MEP2 TOR yeast	VLA-4 inh	AGP1 TOR yeast	LAP4 TOR yeast	JMJD2C inh	CIT2 TOR yeast	GRK2 aptamer HTS	RPL19A-GFP yeast
COc1ccccc1C(=O)Nc1ccc(C)cc1C(=O)c1ccccc1	92	12	97	87	6	96	3	102
COc1ccc(CCC(=O)Nc2cc(Cl)ccc2N2CCN(C)CC2)cc1	98	0	99	89	25	88	0	102
Cc1ccc(S(=O)(=O)n2ccnc2)cc1C	91	27	104	96	6	99	0	107
Cc1ccsc1C(=O)NNC(=O)c1csc(N2CCOCC2)n1	102	-20	107	102	-1	100	0	98
CCOC(=O)NCc1ccccc1	89	9	84	104	1	73	6	96
CCOc1ccc(C(=O)OC2CCN(C)CC2)cc1	105	12	116	119	25	114	8	108
O=C(O)CCCN=C1CCCc2ccccc2N1	100	1	101	98	0	100	0	98
Cc1ccc(S(=O)(=O)NCC(=O)OCC(=O)c2ccc(Br)s2)cc1	100	-9	94	101	5	89	2	96
Cc1c(CCC(=O)NCCCn2ccnc2)c(=O)oc2cc3oc4c(c3cc12)CCCC4	96	18	98	105	-1	96	0	98
Cc1cc(S(=O)(=O)N2CCOCC2)ccc1OCC(=O)Nc1ccc(F)cc1	99	-4	104	93	-3	110	0	104
CC(CCc1ccccc1)NC(=S)NC(=O)c1ccco1 (stereo not drawn)	85	-7	85	87	4	89	1	87
Cc1cccn2c(=O)nc(SCC(=O)N3CCCCCC3)nc12	105	15	108	108	0	94	1	97
O=C(c1ccc2c(c1)OCO2)N1CCCC1	102	15	102	104	-1	100	0	103
COC(=O)c1cc(-c2ccc(NC(C)=O)cc2)nc2ccccc12	100	11	78	117	-6	88	9	100
CC(C)C(O)(C(=O)NNc1ccccc1)C(C)C	92	8	108	105	-5	97	2	94
O=C(O)c1cc(S(=O)(=O)NCCCN2CCCC2=O)ccc1Cl	110	10	102	92	1	111	3	101
CCOc1ccc(S(=O)(=O)Nc2ccccc2C(=O)N2CCOCC2)cc1	93	-7	95	89	2	100	1	96
O=C1C=C(c2cccc(O)c2)CCC1	101	18	106	97	9	100	2	105
COc1ccc(-c2nnc3sc(COc4ccccc4)nn23)cc1	101	8	93	113	-3	99	3	98
Cc1ccc(/C=N/NC(=O)CSc2nc3ccccc3s2)o1	106	0	95	96	12	105	5	99

# Further structures follow.
Structure	MEP2 TOR yeast	VLA-4 inh	AGP1 TOR yeast	LAP4 TOR yeast	JMJD2C inh	CIT2 TOR yeast	GRK2 aptamer HTS	RPL19A-GFP yeast
O=C(CCc1nc2cccnc2n1Cc1ccccc1)NCCc1ccc(Cl)cc1	94	-3	99	108	-5	93	3	98
COC(=O)c1ccc(C2/C(=C(\O)c3ccc4c(c3)OCCO4)C(=O)C(=O)N2CCCN(C)C)cc1 (stereo not drawn)	105	18	105	100	5&-4	99	3	99
CCCNC(=O)C(Cc1ccc(I)cc1)NC(=O)c1ccc2ccccc2n1 (stereo not drawn)	103	0	99	106	7	99	0	98
Cn1c(=O)c2cc(S(=O)(=O)NC(Cc3ccccc3)C(=O)NCc3ccco3)ccc2n(C)c1=O (stereo not drawn)	82	-14	97	80	-9	95	1	101
COc1ccc(-c2csc3nc(-c4ccccc4F)oc(=O)c23)cc1OC	97	12	97	121	2	95	3	96
COc1cc(C=O)ccc1OS(=O)(=O)c1ccc(NC(C)=O)cc1	101	2	99	99	2	97	0	100
CCN(CC)CCN1C(=O)C2C(C(=O)Nc3ccc(C(C)C)cc3)C3C=CC2(O3)C1C(=O)NC1CCCCC1 (stereo not drawn)	88	4	102	97	-5	100	0	99
COc1ccc(NC(=S)NCC(c2cccnc2)N2CCOCC2)cc1 (stereo not drawn)	98	5	100	95	4	98	3	105
COc1ccccc1CNC(=O)CSCc1cnn(-c2ccccc2)c1-n1cccc1	97	7	100	108	4	85	3	96
Cc1c(NC(=O)c2cccc(NC(=O)COc3ccccc3)c2)c(=O)n(-c2ccccc2)n1C	107	-13	106	106	·	110	0	104
COc1ccc(C(=O)NCC2(c3ccccc3)CCOCC2)cc1[N+](=O)[O-]	109	9	104	98	3	99	0	108
O=C(O)CN(c1ccccc1F)S(=O)(=O)c1ccccc1	108	5	108	106	-5	102	0	103
CCOC(=O)c1sc2nc(C)nc(SC(C)C(=O)NC3CC3)c2c1C (stereo not drawn)	102	-4	94	111	-11	91	1	98
C/C(CC(=O)Nc1ccc([N+](=O)[O-])cc1)=N/NC(=O)C1CC12CCC2 (stereo not drawn)	96	-8	106	109	-4	100	0	102
CCn1c(SC(C)C(=O)Nc2ccc(N3CCOCC3)cc2)nnc1-c1ccco1 (stereo not drawn)	100	-7	93	109	-13	87	1	93
COc1ccc(NC(=O)C2CCCC2)cn1	92	-1	101	115	8	91	2	97
COc1ccc(NC(=O)NCc2cccn2C)c(OC)c1	108	-20	110	103	31	108	2	104
Nc1nc(-c2ccc(Br)cc2)cc(C(F)(F)F)n1	103	0	106	96	11	102	2	102
N#CCCn1cc(C(=O)N2CCCCC2)c(-c2cccc([N+](=O)[O-])c2)n1	100	-5	101	94	4	103	0	99
COc1ccc(NC(=O)/C=C/c2cc(Br)ccc2OC)cc1	118	-2	73	102	2	109	0	99

# 15 of the compounds above, with values ahead of the structure:
MEP2 TOR yeast | VLA-4 inh | AGP1 TOR yeast | LAP4 TOR yeast | JMJD2C inh | CIT2 TOR yeast | GRK2 aptamer HTS | RPL19A-GFP yeast | canonical_smiles
92 | 12 | 97 | 87 | 6 | 96 | 3 | 102 | COc1ccccc1C(=O)Nc1ccc(C)cc1C(=O)c1ccccc1
98 | 0 | 99 | 89 | 25 | 88 | 0 | 102 | COc1ccc(CCC(=O)Nc2cc(Cl)ccc2N2CCN(C)CC2)cc1
91 | 27 | 104 | 96 | 6 | 99 | 0 | 107 | Cc1ccc(S(=O)(=O)n2ccnc2)cc1C
102 | -20 | 107 | 102 | -1 | 100 | 0 | 98 | Cc1ccsc1C(=O)NNC(=O)c1csc(N2CCOCC2)n1
89 | 9 | 84 | 104 | 1 | 73 | 6 | 96 | CCOC(=O)NCc1ccccc1
105 | 12 | 116 | 119 | 25 | 114 | 8 | 108 | CCOc1ccc(C(=O)OC2CCN(C)CC2)cc1
100 | 1 | 101 | 98 | 0 | 100 | 0 | 98 | O=C(O)CCCN=C1CCCc2ccccc2N1
100 | -9 | 94 | 101 | 5 | 89 | 2 | 96 | Cc1ccc(S(=O)(=O)NCC(=O)OCC(=O)c2ccc(Br)s2)cc1
96 | 18 | 98 | 105 | -1 | 96 | 0 | 98 | Cc1c(CCC(=O)NCCCn2ccnc2)c(=O)oc2cc3oc4c(c3cc12)CCCC4
99 | -4 | 104 | 93 | -3 | 110 | 0 | 104 | Cc1cc(S(=O)(=O)N2CCOCC2)ccc1OCC(=O)Nc1ccc(F)cc1
85 | -7 | 85 | 87 | 4 | 89 | 1 | 87 | CC(CCc1ccccc1)NC(=S)NC(=O)c1ccco1 (stereo not drawn)
105 | 15 | 108 | 108 | 0 | 94 | 1 | 97 | Cc1cccn2c(=O)nc(SCC(=O)N3CCCCCC3)nc12
102 | 15 | 102 | 104 | -1 | 100 | 0 | 103 | O=C(c1ccc2c(c1)OCO2)N1CCCC1
100 | 11 | 78 | 117 | -6 | 88 | 9 | 100 | COC(=O)c1cc(-c2ccc(NC(C)=O)cc2)nc2ccccc12
92 | 8 | 108 | 105 | -5 | 97 | 2 | 94 | CC(C)C(O)(C(=O)NNc1ccccc1)C(C)C

# Remaining list, next part:
# Labels used below: A = MEP2 TOR yeast; B = VLA-4 inh; C = AGP1 TOR yeast; D = LAP4 TOR yeast; E = JMJD2C inh; F = CIT2 TOR yeast; G = GRK2 aptamer HTS; H = RPL19A-GFP yeast
canonical_smiles: CCN(CC)CCn1c(-c2ccccc2)nc(=S)c2c1CC(C)(C)OC2
  A: 86; B: 8; C: 87; D: 86; E: -2; F: 82; G: 0; H: 87
canonical_smiles: CC(O)CCC(=O)NNC1CC(=O)N(c2ccccc2)C1=O (stereo not drawn)
  A: 99; B: 9; C: 109; D: 110; E: 8; F: 101; G: 1; H: 97
canonical_smiles: Cc1cc2n(n1)SC(Nc1ccc(F)cc1)N2 (stereo not drawn)
  A: 109; B: 3; C: 102; D: 95; E: 15; F: 94; G: 1; H: 101
canonical_smiles: CCN(CC)S(=O)(=O)c1ccc2c(c1)oc(=O)n2CC(=O)N(C)C1CCCCC1
  A: 99; B: 27; C: 106; D: 91; E: 3; F: 107; G: 0; H: 101
canonical_smiles: CCOC(=O)C1=C2N(C)c3ccccc3N2CCC1=O
  A: 101; B: 17; C: 102; D: 95; E: 16; F: 97; G: 2; H: 99
canonical_smiles: O=C(c1cccc(Cl)c1Cl)N1CCN(c2ccccn2)CC1
  A: 98; B: 3; C: 99; D: 104; E: -6; F: 93; G: 0; H: 97
canonical_smiles: Cc1ccc(C(=O)NCCNC(=O)COc2ccc(C)c(C)c2)cn1
  A: 96; B: 8; C: 103; D: 93; E: -2; F: 98; G: 0; H: 99
canonical_smiles: COC(=O)C1=C(C)N(c2cc(Cl)cc(Cl)c2)C(=O)C1
  A: 100; B: -7; C: 98; D: 101; E: -3; F: 99; G: 2; H: 99
canonical_smiles: Cc1ccc(N=Cc2nc(/C=C/c3cccc([N+](=O)[O-])c3)oc2O)cc1
  A: 107; B: -30; C: 103; D: 108; E: 1; F: 98; G: 4; H: 104
canonical_smiles: CN(C)C(=O)N1CCC(C(=O)NCc2cccs2)CC1
  A: 97; B: -1; C: 101; D: 93; E: 7; F: 97; G: 4; H: 96
canonical_smiles: O=C(O)CCN1CC2([N+](=O)[O-])C=CC(=O)C([N+](=O)[O-])(C1)C2CC(=O)c1ccccc1 (stereo not drawn)
  A: 100; B: 15; C: 100; D: 87; E: -4; F: 107; G: 6; H: 103
canonical_smiles: COc1ccc(CCNC(=O)C(=O)NCc2ccccc2)cc1OC
  A: 100; B: -4; C: 100; D: 100; E: -19; F: 100; G: 0; H: 103
canonical_smiles: COc1ccc(C(=O)Cn2c(Br)nc3c2c(=O)n(C)c(=O)n3C)cc1
  A: 88; B: 4; C: 88; D: 87; E: -8; F: 93; G: 4; H: 89
canonical_smiles: Cc1ccc(S(=O)(=O)N(C)CC(=O)Nc2ccccc2N2CCCC2)cc1
  A: 93; B: 11; C: 98; D: 105; E: -4; F: 88; G: 1; H: 95
canonical_smiles: NS(=O)(=O)c1ccc(CCNCc2cccnc2)cc1
  A: 100; B: 10; C: 102; D: 93; E: -4; F: 108; G: 0; H: 103
canonical_smiles: O=S(=O)(Nc1ccc2c(c1)OCCO2)c1c(F)cccc1F
  A: 104; B: 5; C: 98; D: 93; E: 5; F: 95; G: 0; H: 101
canonical_smiles: CSc1nc2ccsc2c(=O)n1-c1cccnc1
  A: 98; B: 0; C: 103; D: 100; E: 1; F: 86; G: 0; H: 95

# In a second layout: 3 of the compounds above
SMILES: O=C1C=C(c2cccc(O)c2)CCC1
  MEP2 TOR yeast: 101 | VLA-4 inh: 18 | AGP1 TOR yeast: 106 | LAP4 TOR yeast: 97 | JMJD2C inh: 9 | CIT2 TOR yeast: 100 | GRK2 aptamer HTS: 2 | RPL19A-GFP yeast: 105
SMILES: COc1ccc(-c2nnc3sc(COc4ccccc4)nn23)cc1
  MEP2 TOR yeast: 101 | VLA-4 inh: 8 | AGP1 TOR yeast: 93 | LAP4 TOR yeast: 113 | JMJD2C inh: -3 | CIT2 TOR yeast: 99 | GRK2 aptamer HTS: 3 | RPL19A-GFP yeast: 98
SMILES: Cc1ccc(/C=N/NC(=O)CSc2nc3ccccc3s2)o1
  MEP2 TOR yeast: 106 | VLA-4 inh: 0 | AGP1 TOR yeast: 95 | LAP4 TOR yeast: 96 | JMJD2C inh: 12 | CIT2 TOR yeast: 105 | GRK2 aptamer HTS: 5 | RPL19A-GFP yeast: 99

# Not a hit list; 1.7% or so of the library scored in one or more.
